PLCb3 inh = inhibitors of human phospholipase C beta3. 370,000 tested, 0.18% active. Purified PLC-beta3, fluorogenic substrate, fluorescence. Q01970. inhibition, % at 12.2 µM; in the data active = inhibition above about 11%;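 note: 0% = median of compound wells on plate and 100% = full blocker control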
Target sequence (Q01970 whole entry, looked up): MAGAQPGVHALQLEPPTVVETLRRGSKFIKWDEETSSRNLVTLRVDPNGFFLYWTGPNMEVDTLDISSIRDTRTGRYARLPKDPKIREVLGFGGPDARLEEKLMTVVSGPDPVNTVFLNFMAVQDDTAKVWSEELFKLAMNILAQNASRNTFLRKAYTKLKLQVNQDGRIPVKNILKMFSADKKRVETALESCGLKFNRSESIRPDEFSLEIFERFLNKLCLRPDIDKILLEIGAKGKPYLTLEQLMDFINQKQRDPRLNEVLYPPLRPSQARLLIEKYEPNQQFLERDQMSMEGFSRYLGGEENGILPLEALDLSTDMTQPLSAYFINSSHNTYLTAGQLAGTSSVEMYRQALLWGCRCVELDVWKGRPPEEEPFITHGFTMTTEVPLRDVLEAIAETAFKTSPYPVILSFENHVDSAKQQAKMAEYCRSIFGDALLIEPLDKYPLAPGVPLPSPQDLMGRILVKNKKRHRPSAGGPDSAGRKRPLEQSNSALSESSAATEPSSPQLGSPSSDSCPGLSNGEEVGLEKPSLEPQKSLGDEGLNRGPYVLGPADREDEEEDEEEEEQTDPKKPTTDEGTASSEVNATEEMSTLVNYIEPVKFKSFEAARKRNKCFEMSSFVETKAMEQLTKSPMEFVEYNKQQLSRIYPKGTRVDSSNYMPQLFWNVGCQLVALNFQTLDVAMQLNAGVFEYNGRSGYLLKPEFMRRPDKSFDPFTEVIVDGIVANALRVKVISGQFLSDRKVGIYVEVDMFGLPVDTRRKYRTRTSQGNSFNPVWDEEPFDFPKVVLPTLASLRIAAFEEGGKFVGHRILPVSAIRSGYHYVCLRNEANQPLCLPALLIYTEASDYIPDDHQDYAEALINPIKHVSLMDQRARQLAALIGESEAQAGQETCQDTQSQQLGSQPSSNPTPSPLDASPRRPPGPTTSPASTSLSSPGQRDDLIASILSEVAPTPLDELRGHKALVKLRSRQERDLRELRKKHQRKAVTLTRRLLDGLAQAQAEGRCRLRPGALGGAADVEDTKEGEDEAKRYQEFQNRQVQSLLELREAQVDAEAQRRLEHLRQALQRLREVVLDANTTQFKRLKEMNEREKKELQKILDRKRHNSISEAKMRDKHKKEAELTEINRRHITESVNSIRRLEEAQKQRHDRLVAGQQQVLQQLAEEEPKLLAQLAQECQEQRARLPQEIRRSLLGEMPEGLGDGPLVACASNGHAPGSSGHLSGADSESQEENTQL
Tn7 DDE FP = DD(E)-Tn7 binding inhibition, primary FP screen; FP displacement of FITC-Tn7 peptide from fibrin DD(E); 0% = median of compound wells per plate; inhibition, % at 8.3 µM; 370,000 tested, 0.13% active; P02675;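 active = inhibition above the mean of compounds falling within the control limits plus 3 SD of them, cut at about 14% in these data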;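 note: 0% = plate median of compound wells and 100% = 10 µM Aha-Tn7 peptide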
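Test system: human clot-derived fibrin DD(E) complex / Quantity: 2 µM final DD(E) protein / Incubation: 10 min plus 3 h, room temperature / Measured by: fluorescence polarization / Benchmarks: high control of 10 µM Aha-Tn7 peptide / Replicates: singlicate testing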
PLCg1 inh = inhibitors of human phospholipase C gamma1 | 370,000 tested, 0.84% active | P19174 | purified PLC-gamma1, fluorogenic substrate, fluorescence | inhibition, % at 12.2 µM; in the data active = inhibition above about 9.5%
Tn6 DDE FP = disrupts Tn6 cyclic peptide binding to fibrin D-Dimer-E complex. Fibrin DD(E) TRITC-Tn6 fluorescence polarization displacement. inhibition, % at 8.3 µM. 370,000 tested, 0.21% active. AID 720509;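 active = inhibition above a per-campaign cutoff: mean of compounds within control limits plus 3 SD, cut at about 15% in these data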;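 note: 0% = median of all compound wells on the plate and 100% = blocking peptide control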
proKLK7 act = proKLK7 (human) activation, primary screen | P49862 | purified proKLK7, EDANS-DABCYL substrate fluorescence; 100% is mature enzyme control, 0% vehicle | activation, % at 7 µM | 370,000 tested, 0.9% active | AID 652039;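 active = activation above the mean of all tested compounds plus 3 SD, computed per campaign excluding outliers beyond control limits, cut at about 13% in these data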
ARFGAP1 inhibitor = rat ARFGAP1 inhibition; AID 651572; 360,000 tested, 0.26% active; inhibition, % at 16.5 µM; Arfgap1-stimulated ARF1 GTP hydrolysis, GDP FP detection; Q62848;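 active = inhibition above a per-plate limit, mean inhibition of low control wells plus 3 SD, cut at about 25% in these data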;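 note: 0% = DMSO wells with enzyme and 100% = wells lacking Arfgap1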
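Replicates: Single well per compound | Assay system: Truncated rat Arfgap1 GAP domain | Control set: No-Arfgap1 wells (100%) versus DMSO full-reaction wells (0%) | Times: Enzyme reaction 120 min at 25 °C after 20 min preincubation | Reagent: Human ARF1(Δ1-17)-GTP substrate | Measured by: Tracer-displacement fluorescence polarization with EDTA stop, 620/688 nm | Measure: Percent inhibition of Arfgap1-stimulated GTP hydrolysis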
UHRF1 binding = human UHRF1 methylated DNA binding inhibitors | Q96T88 | AID 687016 | UHRF1 binding to methylated oligo, TR-FRET | inhibition, % at 4.4 µM | 370,000 tested, 0.75% active; in the data active = inhibition above about 21%;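 note: UHRF1 SRA domain binding a hemimethylated CpG hairpin DNA probe; 0% = median of test compound wells and 100% = reference inhibitor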
ASAP1 inh = ASAP1 ArfGAP inhibition; 360,000 tested, 0.19% active; inhibition, % at 16.5 µM; ASAP1-stimulated ARF1 GTP hydrolysis, GDP FP detection; Q9ULH1; in the data active = inhibition above about 25%;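 note: 0% = vehicle with enzyme and substrate and 100% = no enzyme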
MBD2 inh = inhibitors of human MBD2 binding to methylated oligonucleotide. Q9UBB5. TR-FRET. inhibition, % at 4.4 µM. 370,000 tested, 0.31% active; in the data active = inhibition above about 13%
ADAM17 inh = inhibits human ADAM17; P78536; recombinant ADAM17, EDANS/DABCYL FRET peptide cleavage; inhibition, % at 6.95 µM; 370,000 tested, 0.83% active;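 active = inhibition above the mean of compounds lying between control limits plus 3 SD, set per campaign, cut at about 8.5% in these data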;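 note: 0% = DMSO-only wells as the low control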
An asterisk follows results filed as active; i = inactive; · = no result given.

SMILES	PLCb3 inh	Tn7 DDE FP	PLCg1 inh	Tn6 DDE FP	proKLK7 act	ARFGAP1 inhibitor	UHRF1 binding	ASAP1 inh	MBD2 inh	ADAM17 inh
Cc1ccccc1/C=C/c1nc2ccccc2c(=O)[nH]1	-23	-4	0	5	0.2	1	-3	10	-5	-4
CN(C(=O)COC(=O)c1ccccc1Cc1ccccc1)C1CCS(=O)(=O)C1 (stereo unspecified)	-6	-3	-1	3	-0.3	10	2	13	1	4
Cc1ccc(-c2nnc(NC3CCCC3)s2)cc1	-14	6	-5	-1	0.1	6	-1	-4	3	-12
CC1(C)CC(CCNC(=O)CCl)(c2ccccc2)CCO1 (stereo unspecified)	-62	-5	4	2	-0.1	-2	4	-1	5	0
O=C(Nc1ccc(Cl)cc1)c1csc([C@@H]2O[C@H](CO)[C@@H](O)[C@H]2O)n1	4	-3	5	0	-0.3	-11	1	0	0	0
O=C(CN1C(=O)COc2ccccc21)NCCCN1CCc2ccccc2C1	2	2	-1	-2	0.2	-14	-2	0	-5	-3
CCC(CC)C(=O)N1CC(=O)Nc2ccc(C)cc2C1c1ccccc1 (stereo unspecified)	-9	-5	-1	-9	0.1	7	-1	9	8	-4
CCN(CC)c1ccc(/C=N/NC(=O)c2c[nH]c3ccccc23)cc1	-117	1	-93	-7	-3.2	1	-4	10	-3	-31
O=C1NC[C@H](CCCCN2C[C@H](Cc3ccc(O)cc3)N(CCC3CCCCC3)C(=O)C2=O)N(CCC2CCCCC2)C1=O	2	1	3	-1	0.3	6	3	-11	-3	-6
CCN(CC)c1ncnc2c1ncn2[C@H]1CN(Cc2cccnc2)C[C@@H](CO)O1	3	0	7	0	-0.3	-9	0	-8	-1	6
CSCCC(c1nc2ccccc2[nH]1)n1c(-c2cc(C(F)(F)F)cc(C(F)(F)F)c2)nc2ccccc21 (stereo unspecified)	-5	3	-3	-2	0.4	3	1	-9	-2	4
O=C(Cn1cc(COc2cc(F)cc(F)c2)nn1)c1ccc(O)cc1	-2	-5	2	-5	0.1	0	8	-5	-3	6
O=C(/C=C/c1ccc2c(c1)OCCO2)c1ccccc1	-21	2	-12	-18	-0.2	11	0	14	-7	2
COC(=O)C1=C(C)N(c2ccc(C)c(C)c2)/C(=C/c2cccs2)C1=O	3	-3	2	0	0.5	-1	3	-4	-2	-1
O=C(COC(=O)Cc1cn2ccsc2n1)NCc1ccc2c(c1)OCO2	0	-5	0	5	-0.1	-9	-2	-9	1	-1
CCCN(CC(=O)Nc1ccccc1OC)C(=O)C1=COCCO1	-3	-4	3	4	0.7	11	-1	-4	0	-2
Cc1ccc(N=C2C(=O)Nc3ccccc32)cc1C	-6	-3	4	1	-0.4	8	-7	12	-9	-3
CN(CCOC(=O)c1cc2ccccc2o1)C1CN(Cc2cn(Cc3cccc(F)c3)nn2)S(=O)(=O)C1 (stereo unspecified)	-2	2	1	3	-0.2	·	6	·	4	-6
CCN1C[C@@H]2[C@@H]3C(=O)N(Cc4ccccc4)C(=O)[C@@H]3[C@](Cc3ccccc3)(C1=O)N2C(=O)c1ccc(C)cc1	-1	1	-4	4	-0.3	3	-1	-5	-1	-3
CC(=O)NC(NC(=S)Nc1ccc(N=Nc2ccccc2C)cc1C)C(Cl)(Cl)Cl (stereo unspecified)	3	-3	2	-6	0.1	-9	-1	2	-4	-6
O=C(Nc1ccccc1[N+](=O)[O-])c1cc(S(=O)(=O)N2CCOCC2)cs1	-5	7	1	0	0.3	-5	-1	10	-1	-2
Cc1ccc(N2CCN(C(=O)c3ccccc3NC(=O)c3ccccc3C(=O)O)CC2)cc1	-18	-13	-7	0	-0.5	3	-4	14	-4	-6
O=C(Nc1cccc(NC(=O)C2CCCO2)c1)C1CCCO1 (stereo unspecified)	-7	-1	-3	0	0.3	1	1	3	0	-2
CCO[C@H]1OC(C(=O)N2CCN(Cc3ccc4c(c3)OCO4)CC2)=C[C@@H](c2ccc(Br)cc2)[C@@H]1CCCO	-5	-2	7	-2	-0.4	-2	8	-6	-3	9.2*
COc1ccc(Br)cc1CN(C)CC(=O)Nc1c(Cl)ccc(C)c1Cl	2	-4	2	13	-0.1	8	0	0	-1	2
Cc1ccc(C(=O)N/C(=C\c2ccccc2)C(=O)NCc2cccnc2)cc1	-9	-3	-3	-8	-0.4	-13	0	6	1	-4
O=C(Nc1ccccc1)C1=C(Nc2ccccc2)CSC1	-26	7	-22	-1	0.4	-12	-3	-4	-2	0
CCOC(=O)c1c(C)n(C)c2c(C)cc(O)c(OC(=O)CC)c12	-1	-2	8	5	0.1	-5	3	16	4	-3
O=C(Nc1nc(-c2ccccn2)cs1)c1ccc([N+](=O)[O-])o1	-14	6	-1	-4	0.3	5	8	5	-6	-2
Cc1nc2scc(-c3ccc(C(C)C)cc3)c2c(=O)n1N	1	-2	-1	6	-0.3	3	1	-8	0	1
CC1=C(C(=O)N(C)CCC#N)C2(CCCCC2)OC1=O	-2	3	-1	-1	-0.2	-15	-1	3	2	-2
Cn1c(=O)[nH]c(=O)c2c1nc(Sc1ncccn1)n2CCCc1ccccc1	1	0	0	0	-0.4	0	0	-4	6	-4
Cc1cc(S(=O)(=O)NCCCN2CCOCC2)c(C)cc1Cl	-6	6	-1	-2	1.1	10	-1	1	2	0
CCOC(=O)c1ccc(NCc2nc3ccccc3n2C)cc1	1	5	0	1	-0.3	-5	-2	-1	-1	-2
COc1ccc(C(=O)NNC(=O)CSc2nnc(C)n2CC2CCCO2)cc1 (stereo unspecified)	3	-1	-3	0	-0.1	2	15	-6	4	-3
O=C1[C@@H]2Cc3ccccc3CN2C(=O)N1c1cccc(F)c1	4	2	-2	-1	0.3	11	-4	-6	1	-5
Cc1ccc(N(C)C(=O)CCS(=O)(=O)c2cc3c(cc2Cl)NC(=O)CO3)cc1	-3	8	1	4	0.1	-4	2	-12	2	-6
CCN(CC)S(=O)(=O)c1ccc(NC(=O)c2cccc3c2C(=O)N(CCOC)C3)cc1	4	-5	-1	-5	-0.4	-3	-2	-7	1	-1
CCOc1ccccc1NC(=O)C1CCN(S(=O)(=O)c2c(C)nn(C)c2C)CC1	0	-4	1	-2	0.3	1	-1	-3	1	-3
CCCCCC(=O)Nc1ccc2oc(-c3cccnc3)nc2c1	-266	4	-195	-9	1.9	-13	-2	-3	3	-83
CCOCCCNCC(=O)NC1(C)C2CCC(C2)C1(C)C (stereo unspecified)	-131	-5	0	-3	0.2	6	0	-12	-1	-5
O=C(Oc1ccc2ccc(=O)oc2c1)c1ccccc1	i	-1	i	4	242*	2	-1	1	1	-374
COc1cccc(NC(=O)c2nn(C)c(C(=O)Nc3cccc(OC)c3)c2[N+](=O)[O-])c1	-2	-5	3	9	0.0	2	2	13	-2	3
Cc1ccc(N2CCN(S(=O)(=O)N3CCCCC3)CC2)cc1Cl	0	3	0	-1	-0.7	-2	-1	-19	-3	0
CCc1nnc(NC(=O)CCN2C(=O)CCC2=O)s1	2	-2	0	1	-0.9	-2	0	4	-2	-1
O=C(NCc1cc2ccccc2[nH]1)c1ccccc1F	-4	-2	-1	-6	-0.1	-9	0	1	1	1
Cc1[nH]c2ccc(C(=O)OCC(=O)NC3(C#N)CCCCC3)cc2c1C	-9	6	-12	-10	0.2	13	-1	-19	-1	0
COc1ccc2[nH]c(=O)c(CN(CCO)C(=O)c3cccs3)cc2c1	-62	4	-42	2	-0.4	-15	3	-2	3	-132
Cc1ccc(S(=O)(=O)NC(=O)N2CCN(Cc3c(F)cccc3Cl)CC2)cc1	-8	9	0	7	-0.4	-5	1	-2	2	-1
COc1ccccc1N1CCSC1C(N)=O (stereo unspecified)	-4	9	-1	0	0.8	0	4	0	3	-3
COc1cc(/C=N/NC(=O)c2cccc([N+](=O)[O-])c2)ccc1O	4	1	5	2	0.7	0	0	-4	0	1
CCOc1ccc(-c2nc(CSCC(=O)N3CCN(c4cccc(OC)c4)CC3)c(C)o2)cc1	-3	0	1	1	0.2	9	-1	3	2	-1
Cc1csc(CNc2ncnc3ccc(-c4ccccc4Cl)cc23)c1	-1	-2	0	-6	-0.1	10	0	8	-5	-2
O=C(Nn1cnnc1)c1ccc(F)cc1	-3	-7	1	3	-0.4	8	3	5	-3	0
CN(CC(=O)Nc1ccc(F)cc1)C(=O)C1CCN(S(=O)(=O)c2ccc3c(c2)OCCO3)CC1	-9	10	-2	4	0.0	-4	1	0	1	-32
CCOC(=O)c1c(C)c(C(=O)NC2CCCCC2)c(C)n1CC	0	3	0	-7	0.1	7	1	-4	3	-4
COc1cc2c(C(F)(F)F)c(-c3ccsc3)oc(=O)c2cc1OC	-4	7	-1	9	1.4	2	21*	-6	7	-5
Cc1nc(NC(=O)c2ccc(F)cc2)nc2cc3c(cc12)OCO3	5	-3	2	0	-0.3	4	2	14	-5	-2
COCc1c(C)cc(C)c(/C=N/O)c1C	-1	0	0	-4	0.3	-15	1	7	4	-2
O=C(Nc1ccc([N+](=O)[O-])cc1)C1CC12CCC2 (stereo unspecified)	6	5	2	-2	0.4	-2	1	-11	-3	2
New compounds follow:
SMILES	PLCb3 inh	Tn7 DDE FP	PLCg1 inh	Tn6 DDE FP	proKLK7 act	ARFGAP1 inhibitor	UHRF1 binding	ASAP1 inh	MBD2 inh	ADAM17 inh
COC(=O)c1cc(C(=O)OCC(=O)NC(=O)NCc2ccccc2)cc([N+](=O)[O-])c1	-7	-3	-3	-10	-0.5	8	19	-4	17*	-4
CC(C)Nc1nc2c(c(=O)n(C)c(=O)n2C)n1C	-12	-12	0	-11	-0.4	14	-1	2	-6	-4
O=C(CSc1nc2nc[nH]c2c(=O)[nH]1)NC1CCCCC1	-1	1	0	3	-0.4	7	0	-10	0	-3
CCOc1ccc2c(C)nc(NC3=NC(C)(C)C=C(C)N3)nc2c1	-116	-9	-86	3	0.2	-6	5	7	-1	-67
CC(=O)c1cccc(NCC(=O)Nc2cccc(S(=O)(=O)N3CCCCC3)c2)c1	-50	-3	-38	-2	-0.1	8	4	1	4	-2
C[C@]12c3[nH]c4ccccc4c3CCN1C(=O)C(CC(=O)NCCC1=CCCCC1)C[C@@H]2C(=O)N1CCCCC1 (stereo partly specified)	1	-2	4	8	0.4	-8	6	6	-3	-4
O=C(Nc1ccccc1)c1csc(-c2ccccc2)n1	2	-3	3	4	0.4	11	-1	-2	-4	2
Cc1cccc(OCC(=O)NCC(=O)N/N=C/c2cccnc2)c1	-9	0	0	10	-0.6	-9	1	-9	0	-1

One compound at a time (already shown):
CCOc1ccc2c(C)nc(NC3=NC(C)(C)C=C(C)N3)nc2c1 in the list: PLCb3 inh = -116; Tn7 DDE FP = -9; PLCg1 inh = -86; Tn6 DDE FP = 3; proKLK7 act = 0.2; ARFGAP1 inhibitor = -6; UHRF1 binding = 5; ASAP1 inh = 7; MBD2 inh = -1; ADAM17 inh = -67
O=C(Nc1ccc(Cl)cc1)c1csc([C@@H]2O[C@H](CO)[C@@H](O)[C@H]2O)n1 in the list: PLCb3 inh = 4; Tn7 DDE FP = -3; PLCg1 inh = 5; Tn6 DDE FP = 0; proKLK7 act = -0.3; ARFGAP1 inhibitor = -11; UHRF1 binding = 1; ASAP1 inh = 0; MBD2 inh = 0; ADAM17 inh = 0
